MEKK2 mut-MEK5 – signal of MEK5 binding to mutant human MEKK2 PB1 domain; bead flow cytometry, Alexa488-MEK5 binding to MEKK2 mutant; percent response, % at 10 µM; actives 0.35% (n = 290,000); AID 1530; in the data active = percent response above about 24%, passing the limit was not always enough; note: inactives centre near 1; some results filed as inactive read as strong as hits; reference of the scale not given here
MEKK2 WT-MEK5 – raises or lowers MEK5 binding to wildtype human MEKK2 PB1 domain | Q9Y2U5 | bead flow cytometry, Alexa488-MEK5 binding to MEKK2 WT; actives lie on both sides | binding response (% of control), % at 10 µM | actives 1.1% (n = 290,000) | AID 1531; in the data active = binding response below about 67% or above about 130%
MEKK3 PB1 HTS – modulators (inhibitors or enhancers) of MEK5 binding to human MEKK3 PB1 domain; binding response (% of control), % at 10 µM; bead-based flow cytometry, Alexa488-MEK5 binding to MEKK3; actives lie on both sides; 0 = blocked by unlabeled MEK5, 100 = vehicle; actives 1.4% (n = 290,000); Q99759; AID 1529;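 active = binding response more than 3 SD above or below the average of its plate-row segment, actives on both sides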;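 note: Alexa488 bead fluorescence after subtracting the streptavidin-only scavenger bead signal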
Target sequence (Q99759 whole entry, looked up, the tested form may be a part): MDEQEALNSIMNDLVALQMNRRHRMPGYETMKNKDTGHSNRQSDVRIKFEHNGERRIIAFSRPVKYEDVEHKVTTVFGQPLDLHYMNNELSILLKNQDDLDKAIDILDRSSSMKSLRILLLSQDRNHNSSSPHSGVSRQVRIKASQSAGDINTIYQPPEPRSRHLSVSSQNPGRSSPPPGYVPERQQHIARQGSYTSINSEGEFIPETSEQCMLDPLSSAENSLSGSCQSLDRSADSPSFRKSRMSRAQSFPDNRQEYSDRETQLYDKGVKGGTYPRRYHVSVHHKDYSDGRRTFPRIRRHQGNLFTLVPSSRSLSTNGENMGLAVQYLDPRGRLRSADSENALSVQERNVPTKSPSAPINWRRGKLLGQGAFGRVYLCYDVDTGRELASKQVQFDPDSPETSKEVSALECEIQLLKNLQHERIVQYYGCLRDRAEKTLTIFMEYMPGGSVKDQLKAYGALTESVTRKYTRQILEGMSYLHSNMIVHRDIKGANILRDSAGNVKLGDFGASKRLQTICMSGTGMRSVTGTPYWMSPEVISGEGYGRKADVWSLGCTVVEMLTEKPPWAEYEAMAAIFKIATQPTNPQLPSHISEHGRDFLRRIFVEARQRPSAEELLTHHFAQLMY
DNA FID counter – displaces DNA intercalator in HCV helicase counter-screen; DNA fluorescent intercalator displacement, fluorescence; actives 0.17% (n = 290,000); inhibition, % at 7.9 µM; in the data active = inhibition above about 37%;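 note: 0% = vehicle and 100% = reference compound; higher means more ethidium bromide displaced from hairpin DNA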
OXTR agonist – human OXTR agonism. P30559. CHO-OTR cells, Fluo-8 calcium fluorescence; normalized: DMSO 0%, oxytocin 100%. activation, % at 3 µM. actives 0.32% (n = 320,000). AID 2435;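 active = activation above the mean of all tested compounds plus 3 SD, cutoff set per screening run, cut at about 20% in these data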;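 note: peak over basal fluorescence ratio from a 100 s FLIPR kinetic read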
NALP1 inh – inhibitors of NALP1 inflammasome in yeast | S. cerevisiae NALP1/ASC/caspase-1 growth, X-gal OD620, 72 h | inhibition, % at 10 µM | actives 0.61% (n = 280,000); in the data active = inhibition mostly above about 24%, no sharp cut-off; inactive = mostly below about 32%; note: some compounds called inactive have numbers as strong as hits
PHOSPHO1 block – blocks human PHOSPHO1 phosphatase activity; recombinant PHOSPHO1, absorbance phosphatase assay; inhibition, % at 13.3 µM; actives 1.1% (n = 290,000); AID 1565; in the data active = inhibition above about 60%
Target sequence (Q8TCT1 whole entry, looked up): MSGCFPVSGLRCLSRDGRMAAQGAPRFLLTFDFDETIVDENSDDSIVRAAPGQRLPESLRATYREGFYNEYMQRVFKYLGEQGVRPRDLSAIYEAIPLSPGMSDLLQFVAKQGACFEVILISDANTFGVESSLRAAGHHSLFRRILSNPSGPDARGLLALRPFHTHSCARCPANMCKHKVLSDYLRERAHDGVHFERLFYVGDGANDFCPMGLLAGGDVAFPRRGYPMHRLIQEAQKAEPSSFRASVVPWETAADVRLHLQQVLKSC
PfM18AAP inh – blocks P. falciparum M18 aspartyl aminopeptidase | recombinant PfM18AAP, H-Glu-NHMec fluorogenic cleavage | inhibition, % at 7.35 µM | actives 1.2% (n = 290,000) | AID 1822;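 active = inhibition above the campaign mean inhibition over all tested compounds plus 3 SD, cut at about 28% in these data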;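 note: 0% = plate median of test compound wells and 100% = 2 mM ZnCl2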
GPR7 antag – blocks human GPR7 receptor signaling; actives 1.1% (n = 290,000); GPR7-expressing cells, fluorescence antagonist assay; AID 1861; P48145; inhibition, % at 4.4 µM; in the data active = inhibition above about 16%, passing the limit was not always enough;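 note: cells stimulated with the agonist NPW; 0% = agonist with vehicle and 100% = vehicle without agonist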
An asterisk follows results filed as active; / = not tested or not shown.

structure	DNA FID counter	MEKK3 PB1 HTS	MEKK2 WT-MEK5	GPR7 antag	NALP1 inh	PHOSPHO1 block	PfM18AAP inh	OXTR agonist	MEKK2 mut-MEK5
CCC(=O)N1CCc2cc(Br)cc(S(=O)(=O)N3CCN(C(=O)c4ccco4)CC3)c21	-11	89	89	-4	33	14	-13	-1.9	-1
CC(C)[C@H](NC(=O)c1ccccc1)C(=O)NCCc1ccccc1	-9	100	101	1	21	15	-5	-0.7	-8
Cc1cccc2nc(CSc3nc4ccccc4[nH]3)cn12	-5	99	100	15	-8	36	16	-0.9	-4
CCOc1ccc(S(=O)(=O)N2CCN(C(=O)c3ccco3)CC2)cc1	-26	104	105	-9	3	54	1	0.0	7
CCOc1ccc2nc(/N=C/c3nc(-c4ccccc4)oc3O)sc2c1	-6	98	97	-3	-3	-4	0	1.4	-2
CC(=O)Nc1ccc(NC(=O)CCn2c(=S)oc3ccccc32)cc1	-4	94	103	-3	0	11	4	0.8	-1
Cc1ccccc1CO/N=C/c1[nH]ncc1Br	-4	104	101	-18	-2	52	8	-2.8	7
Cn1c(=O)c2c(nc(SCC(=O)N3CCCCCC3)n2C)n(C)c1=O	-11	96	97	-1	-4	0	-4	-0.6	-3
Cc1c(C(=O)NC2CCCc3ccccc32)cccc1[N+](=O)[O-] (configuration not stated)	-5	103	104	-9	28	28	2	2.3	1
CCCN1C(=O)C(NS(=O)(=O)c2ccc(N)cc2)(C(F)(F)F)C(C(=O)OC)=C1C (configuration not stated)	-4	98	100	-12	9	-25	2	0.5	-2
COc1ccccc1N1CCN(C2CCCN(C(=O)CCC(C)=O)C2)CC1 (configuration not stated)	-8	99	99	3	22	8	-8	0.5	3
O=C(NCc1cccnc1)C(=O)c1c[nH]c2ccccc12	-8	95	93	9	5	-16	-10	0.0	-3
O=C(CNC(=O)c1ccc2c(c1)OCO2)N/N=C/c1cc(Br)ccc1O	-6	104	105	-9	-1	32	-2	-1.1	2
CCc1ccc(C(=O)COC(=O)c2cnccn2)cc1	-6	104	104	6	22	-36	5	-0.2	4
O=C(O)C1C2C=CC(C2)C1C(=O)NCc1cccnc1 (configuration not stated)	-2	99	102	-9	-134	24	5	0.9	1
O=C(NCCc1ccccc1)c1cc2sccc2n1Cc1ccccc1	-18	111	99	5	2	31	-3	-1.4	4
O=C(Nc1ccccc1-c1ccccc1)C1CCC1	3	103	96	-2	-1	20	1	-2.1	-3
COc1cc2c(cc1OC)[C@H](C)N(C(=O)COc1ccccc1)CC2	-29	96	97	3	-26	37	-1	0.0	4
Nc1cccc2c1C(=O)N(C(=O)/C=C/c1cccc(Br)c1)C2=O	-14	82	83	-11	5	-10	-12	/	-17
Cc1sc(NC(=O)c2ccco2)c(CN2CCN(c3ccc(F)cc3)CC2)c1C	-2	94	92	-7	3	16	-4	-0.6	-2

Following part
structure	DNA FID counter	MEKK3 PB1 HTS	MEKK2 WT-MEK5	GPR7 antag	NALP1 inh	PHOSPHO1 block	PfM18AAP inh	OXTR agonist	MEKK2 mut-MEK5
Cn1c(SCCC#N)nnc1-c1ccccc1F	-1	101	99	-14	7	28	-1	-0.4	-2
COc1ccc(C(=O)n2cc(C(C)=O)c3ccccc32)cc1	-17	103	101	17	14	33	-2	2.8	0
Clc1ccc2nc3c4ccccc4cnn3c2c1	-13	101	98	-5	1	12	-1	-1.4	-1
O=C(CCCSc1nc2ccccc2s1)NC1=NCCS1	-8	100	107	9	/	23	-1	2.5	-1
Cc1ccc(NC(=O)c2cc(S(=O)(=O)N(C)C)ccc2N2CCCC2)cc1F	-32	106	109	-8	-3	/	4	-1.7	7
Cc1cccc(NC(=O)/C(=C/c2cccc([N+](=O)[O-])c2)NC(=O)c2cccs2)c1	1	99	104	-10	14	-6	-11	-0.4	11
N#CCCN(C1CCCCC1)S(=O)(=O)CCOc1ccccc1	-15	106	106	3	-24	-18	7	1.1	5
COc1cc(C(=O)OC(C)C(=O)NCC2CCCCC2)cc(NC(=O)c2ccco2)c1OC (configuration not stated)	-1	101	100	-2	-9	12	-1	-1.7	0
Cc1ccc(-c2nc(CSCC(=O)NC3CCN(Cc4ccccc4)CC3)c(C)o2)cc1	31	94	107	8	8	26	2	6.5	4
CCn1ncc(CN2CCCC(C(=O)Nc3cccc(-c4cc5ccccc5[nH]4)c3)C2)c1C (configuration not stated)	20	108	161*	17	31	48	-3	2.7	24*
CC(=O)Nc1ccc(S(=O)(=O)NCc2csc(C)n2)cc1	1	107	110	7	16	15	-1	1.6	5
Cc1ccc(-c2c(NCCc3ccccc3)c(=O)c2=O)cc1	-5	100	107	4	16	14	3	1.4	2
O=C(O)CCCC(=O)Nc1cccc([N+](=O)[O-])c1	2	58	64	-1	16	44	-5	-0.1	-15
Cc1sc(CO)c(Sc2ccccc2)c1C(=O)O	1	/	/	-11	7	-9	0	0.3	/
CC(C)CC(=O)/C=C/n1c(=S)oc2ccccc21	4	92	93	10	24	1	9	-1.0	-4
CSc1nc(C)cc(OCC(=O)n2nc(C)cc2C)n1	1	79	90	-5	6	-13	-1	-1.0	-11
CCC(O)c1cc2c(cc1NC(=O)c1ccc(C)cc1)OCCO2 (configuration not stated)	-13	97	98	-12	-2	-7	-8	-1.6	-3
COc1ccc(OC)c(C(Nc2ccccc2)P(=O)(OC(C)C)OC(C)C)c1 (configuration not stated)	-38	104	101	-6	-24	-4	-1	-2.8	-3
CCOc1ccc(-c2nnn(CC(=O)NCc3ccco3)n2)cc1OCC	-6	119	113	-8	-9	14	5	-0.5	3
c1ccc2[nH]c(CSc3nc4ccccc4s3)nc2c1	-2	95	98	-5	6	14	-3	5.5	-3

Looked up by structure from the list above:
structure	DNA FID counter	MEKK3 PB1 HTS	MEKK2 WT-MEK5	GPR7 antag	NALP1 inh	PHOSPHO1 block	PfM18AAP inh	OXTR agonist	MEKK2 mut-MEK5
CCCN1C(=O)C(NS(=O)(=O)c2ccc(N)cc2)(C(F)(F)F)C(C(=O)OC)=C1C (configuration not stated)	-4	98	100	-12	9	-25	2	0.5	-2
Nc1cccc2c1C(=O)N(C(=O)/C=C/c1cccc(Br)c1)C2=O	-14	82	83	-11	5	-10	-12	/	-17
COc1cc2c(cc1OC)[C@H](C)N(C(=O)COc1ccccc1)CC2	-29	96	97	3	-26	37	-1	0.0	4
Cc1ccc(-c2nc(CSCC(=O)NC3CCN(Cc4ccccc4)CC3)c(C)o2)cc1	31	94	107	8	8	26	2	6.5	4
Cc1sc(CO)c(Sc2ccccc2)c1C(=O)O	1	/	/	-11	7	-9	0	0.3	/

Remaining list, next part:
structure	DNA FID counter	MEKK3 PB1 HTS	MEKK2 WT-MEK5	GPR7 antag	NALP1 inh	PHOSPHO1 block	PfM18AAP inh	OXTR agonist	MEKK2 mut-MEK5
C#CCOc1ccc(C2C(C#N)=C(N)Oc3cc(O)ccc32)cc1 (configuration not stated)	2	107	104	-14	14	34	16	1.7	5
CC1CC(C)CN(C(=O)Cn2ncc3c([nH]c4ccccc43)c2=O)C1 (configuration not stated)	-42	99	98	7	7	22	2	-0.6	1
CCOc1ccc(-c2nnc3ccc(SCC(=O)N4CCCCC4)nn23)cc1	/	103	108	/	/	-6	/	1.2	8
COc1cc(OC)nc(Oc2cccc(C(F)(F)F)c2)n1	-5	94	93	-6	10	13	-5	0.5	-4
O=C(CSc1cccc2cccnc12)Nc1cc(C(=O)O)cc(C(=O)O)c1	6	103	108	-2	7	19	0	-0.5	3
CCOC(=O)CSc1nnc(-c2ccc(NS(=O)(=O)c3ccc(C)cc3)cc2)o1	-18	105	100	-7	17	13	1	8.6	0
COC(=O)COc1cccc(NC(=O)c2cccs2)c1	0	102	110	-8	26	36	4	-0.8	5
CS(=O)(=O)N1CCCC(C(=O)NCCCN2CCC(Cc3ccccc3)CC2)C1 (configuration not stated)	2	88	93	1	-5	20	3	-0.7	-5
Cc1ccc(-c2nnc3c(C(F)(F)F)nc4ccccc4n23)cc1	-1	103	103	-7	35	18	0	-1.2	-5
Cc1ccc(C(=O)NCc2ccco2)cc1S(=O)(=O)N1CCOCC1	-1	120	118	18	9	37	0	-0.9	5
CCCCN(CC)CCNC(=O)c1cc2c(=O)[nH]c3ccccc3c2s1	9	106	121	-10	6	30	5	0.6	13
c1ccc2c(-c3ccncc3)c[nH]c2c1	5	104	103	23*	18	21	-4	1.6	13
CCO/C(C)=C1\C(=O)N(CC)c2ccccc21	-1	103	104	-11	2	25	-4	-1.3	13
COC(=O)C1=C(C(=O)OC)[C@@H]2N(C)c3ccccc3[C@@]23C[C@@H](C(=O)OC)N(C(=O)CC(C)C)C3=N1	/	107	93	/	/	26	/	-2.0	7
O=C(NCCN1CCCC1=O)C1CCC(=O)N(CCc2cccc(F)c2)C1 (configuration not stated)	-5	99	99	-16	4	36	0	0.3	0
O=C(c1ccc(Cl)cc1)c1cnc(-c2ccc(Cl)cc2)s1	-1	109	102	-9	1	24	-7	-0.1	9
O=C(Cn1cnc2ccccc21)NCCCN1CCOCC1	-4	103	106	1	/	23	-1	1.0	3

Looked up above.
Reading for Cc1sc(NC(=O)c2ccco2)c(CN2CCN(c3ccc(F)cc3)CC2)c1C under MEKK2 WT-MEK5: 92
Reading for Cc1sc(CO)c(Sc2ccccc2)c1C(=O)O under NALP1 inh: 7
Reading for COc1cc(OC)nc(Oc2cccc(C(F)(F)F)c2)n1 under MEKK2 mut-MEK5: -4

Assay outcomes (PubChem BioAssay)

Rows are unselected; 6.2% or so of the library scored in one or more.
